High-throughput results: PubChem BioAssay, several laboratories
Yfh1-off respiration – enhancers of respiration in Yfh1-depleted yeast, dose response, Friedreich's ataxia, plus single-dose screen (AID 1465) | fold induction at 50 µM, or EC50 in µM where a hit was titrated | 220,000 tested, 0.074% active | S. cerevisiae Yfh1-off respiration, WST-1 reduction, 72 h; higher fold induction means a stronger effect;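 active means fold induction of absorbance versus untreated yeast above a set limit, then at least 30% activation at any dose in follow-up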;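 further: activators that raise dye reduction in frataxin-depleted yeast; strong numbers were not always called active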
Insulin prom up – MIN6 insulin promoter up-regulation | MIN6 insulin promoter-GFP reporter, high-content imaging; active compounds read high | z-score at 5 µM | 190,000 tested, 0.3% active | AID 1625;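 active means z-score above 3 at 5 µM with at least 500 cells counted in the well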
Autophagy HCS – alters autophagy in cells; MEF GFP-LC3 puncta imaging; test concentration mostly 10 µM; calls only at 10 µM (by protocol); 190,000 tested, 0.98% active;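 active means percentage of spot-positive cells more than 3 SD above its plate mean, without a fluorescence outlier flag or 80% toxicity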;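 further: spot-positive cell cutoff set from DMSO-treated cells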
MT stabilizer – stabilizes microtubules in HeLa cells. HeLa tubulin immunostaining HCS, 24 h; share of cells brighter than vehicle mean+2SD. % tubulin-high responders, % at 10 µM. 200,000 tested, 0.83% active;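 active means plate Z-score above 3 for both tubulin-high and condensed-nucleus cell shares, with cell loss under 80%, at 10 µM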;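 further: anti alpha tubulin signal scored within the nucleus-defined area of each cell; some results filed as inactive read as strong as hits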
ER stress rescue – rescue of cells from ER stress-induced death, primary screen, 384-well, CSM14.1, thapsigargin, ATP luminescence (AID 1222); CSM14.1 thapsigargin-induced death rescue, ATP luminescence; higher % means a stronger effect; cellular ATP content (survival), % at 20 µM; hits with a dose series show EC50 in µM; 190,000 tested, under 10 active;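 active means EC50 below 50 µM in the dose-response confirmation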;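 further: death triggered by thapsigargin at about 15 µM added after 2 h compound pretreatment; cell ATP read after overnight thapsigargin exposure of roughly 18 to 22 hours; normalized against plate controls of thapsigargin alone and 5% DMSO vehicle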
P. falciparum M1AAP – P. falciparum M1AAP inhibitors, biochemical, fluorogenic H-Leu-NHMec substrate, 1536-well (AID 1445); one-dose inhibition, % at 30 µM; IC50 in µM for titrated hits; recombinant M1AAP, H-Leu-NHMec fluorogenic kinetic assay; higher % means a stronger effect; 220,000 tested, 0.42% active;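 active means primary inhibition above the hit cutoff, then over 50% inhibition at one or more dose response concentrations, cut at about 23% in these data, passing the limit was not always enough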;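 further: plate controls were DMSO full reaction for no effect and no enzyme background for full effect; strong numbers were not always called active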
Hep lipid drop – modulators of hepatic lipid droplet formation. 240,000 tested, 0.4% active. inhibition, % at 6.5 µM. AID 1656. AML12 mouse hepatocytes, oleate lipid droplets, BODIPY imaging;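 active means lipid droplet intensity inhibited by at least 50%, with more than 500 cells counted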
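Test system: AML12 mouse liver cells; schedule: overnight exposure; technique: high-content imaging of BODIPY-stained droplets and DAPI nuclei; read-out: % inhibition of corrected integrated BODIPY droplet signal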
P. falciparum M17LAP – P. falciparum M17LAP inhibitors, primary screen, biochemical, fluorogenic H-Leu-NHMec substrate, 1536-well (AID 1619); recombinant M17LAP, H-Leu-NHMec fluorogenic kinetic assay; higher % means a stronger effect; one-dose inhibition, % at 30 µM; IC50 in µM for titrated hits; 220,000 tested, 0.38% active;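 active means compound inhibiting the enzyme by more than half at any dose during confirmatory dose-response retesting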;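 further: plate controls were full reaction with DMSO carrier for no effect and no enzyme background for full effect; strong numbers were not always called active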
Dynein transport – blocks dynein driven cargo transport along microtubules. 3617.4 mouse cells, GR-EGFP nuclear translocation imaging; test concentration mostly 20 µM; stimulated with dexamethasone, 1 µM; active compounds read low. z-score, hits read low. 220,000 tested, 0.47% active;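 active means plate z-score of nuclear minus cytoplasmic receptor signal below a set negative limit, without overly bright fluorescence or cell loss, cut at about -3.5 in these data, passing the limit was not always enough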;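 further: z-score of nuclear minus cytoplasmic ring GR-EGFP intensity difference per well; some compounds called inactive have numbers as strong as hits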
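Buffer or medium: Induction medium lacking tetracycline, stripped serum | Also added: Dexamethasone agonist, 1.0 µM final, for 30 min | Timing: 48 h induction, 1 h compound, 30 min dex at 37 °C | Detection: Formaldehyde fixation, Hoechst nuclear stain, 10x automated fluorescence imaging | Measure: Nuclear versus cytoplasmic GR-EGFP signal, averaged per well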
Dynein transport cytoplasmic EGFP – second read-out of Dynein transport, no call of its own (marks repeat the call); z-score; measured here: cytoplasmic GR-EGFP intensity; active compounds read high
Dynein transport nuclear GR-EGFP – recorded beside Dynein transport, whose call it bears; z-score; measured here: nuclear GR-EGFP intensity;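 lower value marks the stronger effect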
Dynein transport cell count – recorded beside Dynein transport, whose call it bears; z-score; measured here: cell count per field
Insulin prom up cell count – also measured in Insulin prom up; calls as there; cell count; measured here: cytotoxicity, nuclei count;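 total cells summed across four imaged fields per well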
Hep lipid drop cells 6.5 µM – recorded beside Hep lipid drop, whose call it bears; cell count; measured here: cell count, cytotoxicity flag;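 cells counted across two imaged fields per well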
MT stabilizer Hoechst-high % – recorded beside MT stabilizer, whose call it bears; % Hoechst-high responders; measured here: nuclear condensation Hoechst responders;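 share of cells brighter than vehicle mean plus two SD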
MT stabilizer cytotoxicity % – second read-out of MT stabilizer, no call of its own (marks repeat the call); toxicity, %; measured here: cytotoxicity by cell density;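 0% = mean cell density of plate MIN control wells and 100% = no cells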
Autophagy HCS cell loss 18 h – further read-out of Autophagy HCS, marked with its call; toxicity, %; measured here: cell loss, nuclei count;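 cell loss after 18 h compound exposure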
* marks the source's active call; other numbers are inactive results; i = inactive; . = not tested or not shown; + = active, no number. Not a hit list; 3.5% or so of the library scored in one or more.

SMILES	Yfh1-off respiration	Insulin prom up	Insulin prom up cell count	Autophagy HCS	Autophagy HCS cell loss 18 h	MT stabilizer	MT stabilizer Hoechst-high %	MT stabilizer cytotoxicity %	ER stress rescue	P. falciparum M1AAP	Hep lipid drop	Hep lipid drop cells 6.5 µM	P. falciparum M17LAP	Dynein transport	Dynein transport cytoplasmic EGFP	Dynein transport nuclear GR-EGFP	Dynein transport cell count
Cc1cccc(Cn2c(O)c(N=NC(=S)Nc3ccccc3F)c3ccccc32)c1	i	-2.2	1070	i	29	2.8	2.0	6.5	-6.0%	8%	32	706	-1%	-0.6	-0.2	-0.11	0.01
CN(C)c1ccc(C(=O)NCc2ccc3c(c2)CCO3)cc1	i	.	.	.	.	.	.	.	.	5%	-6	734	-7%	-0.37	-0.18	-0.28	0.36
O=S(=O)(NCc1ccc2c(c1)OCO2)c1cccc2cccnc12	i	1.3	1129	i	3	2.5	2.1	7.9	0.3%	20%	-3	742	14%	-0.17	-0.26	-0.15	0.94
COc1cccc(CNc2ccc(C)c(Cl)c2)c1	i	-0.37	1600	i	-40	1.4	1.3	13	-1.7%	3%	-1	677	-2%	-0.46	-0.31	-0.28	0.47
CCOC(=O)c1c(NC(=O)C2=C(C)NC(=S)NC2c2ccc(F)cc2F)sc(C)c1C (centres undefined)	i	-0.55	1587	i	-13	4.8	3.7	3.1	0.0%	6%	7	596	1%	-0.65	0.4	0.053	-0.037
CCOC(=O)c1cn2nc(Oc3cccc(C(F)(F)F)c3)ccc2n1	i	0.23	1002	.	.	.	.	.	.	2%	3	779	-18%	-0.41	-0.21	0.11	-0.11
NS(=O)(=O)c1ccc(CNC(=O)c2ccc(Cl)cc2[N+](=O)[O-])cc1	i	-0.2	1272	i	-9	2.8	2.4	6.3	-1.2%	16%	18	634	-3%	-0.25	-0.26	-0.066	0.27
O=c1[nH][nH]c(=S)n1-c1ccccc1C(F)(F)F	i	-0.16	1076	.	.	.	.	.	.	5%	-3	710	-1%	-1.5	-0.32	-0.67	1.8
CC(C1CC1)N(C(=O)NC1CCS(=O)(=O)C1)c1ccccc1 (centres undefined)	i	0.53	1183	i	35	1.3	1.9	9.0	-0.4%	0%	.	.	-2%	-0.63	-0.17	-0.26	0.45
CC(Oc1ccccc1)C(=O)Nc1ccc(S(=O)(=O)N2CCOCC2)cc1 (centres undefined)	i	0.93	1564	i	6	3.3	2.6	9.6	0.1%	3%	.	.	7%	0.22	-0.38	-0.068	0.054
COc1ccc(N=C2SC(C(=O)O)CC(=O)N2C)cc1 (centres undefined)	i	0.49	1019	i	-12	1.3	2.2	7.2	1.8%	4%	.	.	0%	-0.58	-0.099	-0.23	0.55
O=C(NNC(=S)NC(=O)c1cn(-c2ccccc2)nc1-c1ccccc1)c1ccncc1	i	-0.61	1139	i	7	5.9	2.9	6.4	-5.6%	-9%	6	704	0%	-0.39	-0.27	-0.07	0.5
O=C(Nc1ccc(NS(=O)(=O)c2ccccc2)cc1)c1cccnc1	i	1.1	1454	i	-6	0.5	0.9	3.7	1.5%	14%	-5	678	-8%	-0.45	-0.27	-0.38	0.89
COc1ccccc1Nc1nc2ccccc2n1C	i	-1.2	1248	i	4	4.2	2.9	0.1	-2.0%	4%	-4	746	10%	-0.59	-0.23	-0.23	0.22
COc1ccc(OC)c(NC(=O)c2cccc(S(=O)(=O)N(Cc3ccccc3)c3ccccc3OC)c2)c1	i	-1.2	1265	i	13	2.1	1.7	0.1	0.7%	-1%	16	639	1%	0.31	-0.19	0.37	0.79
CCCC(NC(=O)CNC(=O)C(C)(C)C)C(=O)O (centres undefined)	i	-0.11	1211	i	-2	1.8	1.4	8.2	-3.9%	-8%	2	672	-9%	2.3	-0.21	0.037	-0.71
CC(C)c1nnc(NC(=O)CSc2ncn[nH]2)s1	i	1.4	935	i	-13	4.8	2.4	2.0	0.9%	17%	.	.	36%	0.41	-0.3	0.37	-0.28
COc1ccc(S(=O)(=O)N(CCc2ccccc2)CC(=O)O)cc1C	i	-0.81	815	i	-5	1.4	1.1	2.2	-0.7%	9%	0	753	5%	-0.17	-0.17	0.11	0.051
COCCNC(=O)C(c1ccc(F)cc1)N(CCOC)C(=O)CCC(=O)Nc1nccs1 (centres undefined)	i	0	1240	i	-7	2.0	4.4	7.7	-1.8%	-5%	1	702	9%	0.12	-0.094	0.37	0.13
Cc1ccc(Cl)cc1N1CCN(C(c2ccc(C#N)cc2)c2nnnn2C2CCCC2)CC1 (centres undefined)	i	-0.63	1370	i	17	2.9	1.4	1.7	-0.5%	8%	.	.	-5%	-0.022	-0.26	0.31	0.15
O=C(N/N=C/c1ccc([N+](=O)[O-])cc1)c1ccc2nc[nH]c2c1	i	0.37	1392	i	1	1.3	1.1	13	-0.2%	3%	.	.	11%	1.2	-0.13	0.9	-0.2
CCOC(=O)c1c(NC(=O)c2ccc(-n3cnnn3)cc2)sc2c1CCCC2	i	-0.91	1234	i	-1	4.5	18	5.8	-2.8%	4%	22	659	2%	-0.46	-0.07	-0.45	0.5
CNc1c([N+](=O)[O-])cnn1-c1ccc(Cl)cc1Cl	i	1.8	1259	i	-23	3.0	2.8	2.5	1.1%	8%	.	.	20%	0.65	-0.18	0.85	-0.39
COc1ccc(CCNC(=O)CN2C(=O)c3ccccc3S2(=O)=O)cc1OC	i	0.28	1289	i	-5	1.5	2.4	37	-2.7%	2%	4	721	37%	0.21	-0.22	0.48	-0.46
Cc1cc(SCC(=O)N/N=C/c2ccc(O)cc2O)c(C)cc1Br	i	0.22	1100	i	45	0.9	0.6	19	-3.6%	24%*	1	761	2%	-0.47	-0.24	-0.055	-0.2
Cc1ccc(Cl)cc1NC(=S)N(Cc1ccco1)C(C)c1cccs1 (centres undefined)	i	2	1078	i	27	2.4	1.5	3.1	-1.1%	3%	11	733	-3%	-0.025	-0.25	-0.029	0.31
Cc1cc(C)nc(N2CCC(C(=O)Nc3ccc4c(c3)OCCO4)CC2)n1	i	3.4*	1134*	i	15	3.6	1.2	2.6	-0.9%	-3%	1	721	-2%	0.38	0.67	0.16	-0.24
CC(Sc1ccccc1)C(=O)NN=C1CCCCCC1 (centres undefined)	i	8.1*	1308*	i	22	3.1	2.0	8.2	-12%	-1%	4	672	0%	0.3	-0.26	0.32	-0.11
O=C(Nc1ccc(Cl)c(Cl)c1)O/N=C/c1ccncc1	i	-0.69	1232	i	-1	2.2	1.5	8.8	-2.3%	7%	-8	531	12%	0.42	-0.24	0.32	-0.51
CC1(C)SC(=S)N(NC(=O)Nc2ccccc2)C1N(O)C(=O)Nc1cccc2ccccc12 (centres undefined)	i	.	.	i	-7	3.2	1.8	9.0	-3.2%	8%	0	721	4%	1.4	-0.18	1.5	-2.2

3 entries from above, sorted by their value in P. falciparum M1AAP, ascending:
SMILES	MT stabilizer Hoechst-high %	P. falciparum M1AAP	P. falciparum M17LAP	Dynein transport	Dynein transport cytoplasmic EGFP	Dynein transport nuclear GR-EGFP	Dynein transport cell count
O=C(N/N=C/c1ccc([N+](=O)[O-])cc1)c1ccc2nc[nH]c2c1	1.1	3%	11%	1.2	-0.13	0.9	-0.2
O=c1[nH][nH]c(=S)n1-c1ccccc1C(F)(F)F	.	5%	-1%	-1.5	-0.32	-0.67	1.8
O=C(Nc1ccc(Cl)c(Cl)c1)O/N=C/c1ccncc1	1.5	7%	12%	0.42	-0.24	0.32	-0.51

Next entries
SMILES	Yfh1-off respiration	Insulin prom up	Insulin prom up cell count	Autophagy HCS	Autophagy HCS cell loss 18 h	MT stabilizer	MT stabilizer Hoechst-high %	MT stabilizer cytotoxicity %	ER stress rescue	P. falciparum M1AAP	Hep lipid drop	Hep lipid drop cells 6.5 µM	P. falciparum M17LAP	Dynein transport	Dynein transport cytoplasmic EGFP	Dynein transport nuclear GR-EGFP	Dynein transport cell count
CC1CCN(Cc2nc3c(c(=O)n(C)c(=O)n3C)n2CCc2ccccc2)CC1	i	.	.	i	-4	3.9	1.2	7.1	.	.	.	.	.	0.37	0.54	0.45	-1.6
Cc1nc2c(C)c(C)c(C)c(C)c2nc1C	i	0.46	1427	.	.	.	.	.	.	1%	9	753	-4%	-1	-0.29	-0.77	1.8
O=C(OCCN1C(=O)c2cccc3c(N4CCOCC4)ccc(c23)C1=O)c1cccc(Cl)c1	i	1.5	1217	+	20*	16*	40*	38*	0.1%	1%	-20	475	-5%	-3.8	13	1.3	-0.44
Cc1c(NC(=O)C(=O)/C=C(\O)c2ccc(Cl)cc2)c(=O)n(-c2ccccc2)n1C	i	-0.43	1245	i	6	2.6	1.5	4.7	-2.4%	7%	17	748	50%	-0.56	0.48	0.078	0.75
CCC(CCC(=O)Nc1ccn(-c2ccccc2)n1)C(=O)O (centres undefined)	i	1.6	859	i	8	3.7	2.2	6.8	0.3%	-1%	3	753	36%	-0.36	-0.23	0.12	0.63
O=C(Nc1cccc(-c2cn3cccnc3n2)c1)Nc1ccccc1F	i	-0.92	1490	i	-1	3.4	2.4	1.6	-0.8%	0%	7	684	-6%	-0.27	-0.36	-0.16	-0.49
CCn1ccnc1CN(C)Cc1cn[nH]c1-c1ccc(OC)c(F)c1	i	0.3	1345	i	31	2.2	2.1	0.6	-0.2%	-1%	-11	672	-5%	-0.44	-0.18	-0.065	0.13
CCc1nn(C(C)C(=O)NCCc2ccc(OC)c(OC)c2)c(=O)c2cc3occc3n12 (centres undefined)	i	0.05	1254	i	-13	5.7	2.3	3.2	-0.8%	10%	-1	784	22%	-0.61	-0.12	-0.1	0.37
CCOC(=O)c1cc(C)sc1/N=C/C1C(=O)CCCC1=O	i	-0.36	1473	i	-3	6.1	1.3	10	-1.9%	6%	25	720	-3%	-0.02	-0.19	0.19	-0.74
